Assay outcomes as filed in PubChem BioAssay.
TAAR1 ag: agonists of human TAAR1. Q96RJ0. activation, % at 3 µM. 0.99% of 360,000 active. CHO RD-HGA16 TAAR1, Fluo-8 calcium fluorescence; vehicle wells 0%, saturating PEA agonist 100%;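 active means activation above the mean activation of all test compounds in the run plus 3 SD, cut at about 38% in these data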
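test system = CHO RD-HGA16 cells carrying human TAAR1 plus Gα16 | schedule = 17-24 h seeding, 75 min 37 °C dye, 30 min RT | compound dosing = 3 µM single concentration | control set = DMSO and PEA EC100 | replicates = n 1 | signal = Fluo-8 fluorescence, 5 s baseline then 140 s kinetic read | measure = percent activation vs PEA EC100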
V1aR counter: activates human V1a receptor in oxytocin agonist counter-screen | P37288 | CHO-V1R cells, Fluo-8 calcium fluorescence, agonist mode; 0% DMSO, 100% 3 nM vasopressin | activation, % at 3 µM | 0.25% of 320,000 active | AID 2797;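 active means activation above the mean activation of all tested compounds plus 3 SD, per screening run, cut at about 20% in these data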;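 further: signal is peak over basal fluorescence ratio across a 100 second FLIPR read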
Target sequence (P37288 whole entry, looked up): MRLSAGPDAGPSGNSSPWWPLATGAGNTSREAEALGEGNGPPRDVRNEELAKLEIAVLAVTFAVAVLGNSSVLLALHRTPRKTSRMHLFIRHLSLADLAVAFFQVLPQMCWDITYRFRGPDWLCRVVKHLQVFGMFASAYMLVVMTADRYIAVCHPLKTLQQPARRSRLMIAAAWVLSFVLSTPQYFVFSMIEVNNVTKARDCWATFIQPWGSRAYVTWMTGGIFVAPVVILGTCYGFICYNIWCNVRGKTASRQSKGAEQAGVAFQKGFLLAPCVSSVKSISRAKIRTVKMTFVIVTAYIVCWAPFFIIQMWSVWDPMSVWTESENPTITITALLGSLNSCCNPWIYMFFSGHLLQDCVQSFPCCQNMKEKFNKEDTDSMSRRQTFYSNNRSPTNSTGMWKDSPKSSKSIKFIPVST
CHRM1 agonist: activates human CHRM1 receptor; 0.33% of 360,000 active; CHO-K1 hM1, Fluo-8 calcium fluorescence, agonist mode; 0% DMSO, 100% acetylcholine EC100; P11229; activation, % at 3 µM;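 active means activation above the run's mean compound activation plus 3 SD, cut at about 16% in these data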;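 further: peak over basal fluorescence ratio within a 140 s kinetic read after compound addition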
Target sequence (P11229 whole entry, looked up): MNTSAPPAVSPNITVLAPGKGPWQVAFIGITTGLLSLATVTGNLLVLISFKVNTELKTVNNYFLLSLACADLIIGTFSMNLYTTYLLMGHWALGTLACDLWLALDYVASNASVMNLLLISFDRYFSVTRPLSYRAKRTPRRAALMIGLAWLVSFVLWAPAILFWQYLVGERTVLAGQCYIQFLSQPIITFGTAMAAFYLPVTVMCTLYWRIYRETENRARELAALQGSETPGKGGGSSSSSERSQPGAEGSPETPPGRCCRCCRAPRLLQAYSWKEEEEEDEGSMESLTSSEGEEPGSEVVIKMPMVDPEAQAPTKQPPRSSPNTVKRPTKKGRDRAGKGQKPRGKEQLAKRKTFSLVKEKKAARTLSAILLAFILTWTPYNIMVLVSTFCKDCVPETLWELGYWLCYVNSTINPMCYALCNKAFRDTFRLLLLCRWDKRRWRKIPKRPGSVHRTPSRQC
CHO-K1 Ca antag: nonselective inhibitor or artifact in parental CHO-K1 cells; ATP-induced calcium, Fluo-8 fluorescence; inhibition, % at 3 µM; 0.6% of 360,000 active; AID 602250;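 active means inhibition above a per-plate cutoff, the plate's mean sample inhibition plus 3 SD, cut at about 24% in these data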;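 further: 0% = DMSO plus EC80 ATP and 100% = DMSO alone without ATP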
TAAR1 antag: human TAAR1 antagonism; CHO RD-HGA16 TAAR1, Fluo-8 calcium fluorescence, antagonist; inhibition, % at 3 µM; 1.5% of 360,000 active; AID 624466;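 active means inhibition above a per-plate cutoff, the mean inhibition of test compounds on that plate plus 3 SD, cut at about 49% in these data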;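 further: 0% = DMSO plus EC80 beta-PEA response and 100% = DMSO alone without agonist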
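Test system – hTAAR1-expressing CHO RD-HGA16 cells, Gα16-coupled · Reagent – β-PEA at EC80 concentration, post-compound challenge · Compound dosing – 3 µM, single point · Timing – 140 s kinetic read after compound, 140 s after agonist · Detection – Fluo-8 intracellular calcium dye fluorescence, real-time kinetic reads · Control set – DMSO and EC80 PEA controls · Repeats – n of 1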
CHO parental Ca: signal in parental CHO cells, OX1R antagonist counter-screen. parental CHO-K1, ATP-induced calcium, Fluo-8 fluorescence. inhibition, % at 5.6 µM. 0.63% of 330,000 active;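 active means inhibition above that plate's mean sample inhibition plus 3 SD, cut at about 26% in these data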;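 further: 0% = ATP-challenged DMSO wells and 100% = DMSO wells without ATP; some compounds past the cut are filed as inactive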
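Measured by: calcium-sensitive Fluo-8 fluorescence / Test system: CHO parental line / Controls: ATP-challenged DMSO wells low, unchallenged DMSO wells high / Measure: % inhibition / Compound: single nominal dose of 5.6 µM per compound / Replicates: single well per compound, no replicates / Reagent: ATP as calcium-mobilizing challenge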
M1 ag parental: M1 agonist counterscreen hit in parental CHO-K1 cells; Fluo-8 calcium fluorescence; scaled to maximal ATP response, vehicle zero; activation, % at 3 µM; 0.48% of 360,000 active; in the data active means activation above about 15%;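 further: untransfected CHO-K1 host cells lacking M1 receptor as counterscreen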
CHO-K1 Ca PAM: M1 PAM counterscreen hit in parental CHO-K1 cells | AID 602247 | ATP EC20, Fluo-8 calcium fluorescence; 0% at ATP EC20, 100% at ATP max | 0.02% of 360,000 active | activation, % at 3 µM;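 active means activation above the run cutoff, the mean activation of all test compounds plus 3 SD, cut at about 40% in these data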;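 further: peak over basal fluorescence ratio in a 140 s read after ATP addition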
OXTR potentiator: human OXTR potentiation | AID 2445 | CHO-OTR cells, Fluo-8 calcium fluorescence, potentiator mode; 0% = oxytocin EC15, 100% = EC100 | activation, % at 3 µM | 0.061% of 320,000 active | P30559;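 active means activation above that plate's cutoff, the mean activation of tested compounds plus 3 SD, cut at about 6.6% in these data, passing the limit was not always enough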;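 further: 100% uses oxytocin at 75 nM as the full agonist control; some results filed as inactive read as strong as hits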
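Assay system: CHO cell line stably expressing human OTR | Also added: Oxytocin at about EC15, sub-maximal agonist stimulus | Times: Compound 6 min at room temperature before oxytocin, 100 s read | Measured by: Fluo-8 intracellular calcium fluorescence, ex 470-495, em 515-575 nm | Controls: EC15 oxytocin alone as 0%, 75 nM oxytocin as 100%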
* marks the source's active call; other numbers are inactive results; . = not tested or not shown. Random draw from the library; overall some 3.3% were active at least once.

Start of the data: the first 2 records, to show the layout:
SMILES	TAAR1 ag	V1aR counter	CHRM1 agonist	CHO-K1 Ca antag	TAAR1 antag	CHO parental Ca	M1 ag parental	CHO-K1 Ca PAM	OXTR potentiator
S=c1[nH]nc(-c2cccnc2)n1/N=C/C(Cl)=C\c1ccccc1	-1	0.1	-3	-10	-16	-9	0.5	14	-7
CCOC(=O)c1c(NC(=O)CSC(=S)N2CCOCC2)sc(C)c1C	5	-0.5	-6	-7	-10	-10	1.1	17	-7

The whole of this part (from the top)
SMILES	TAAR1 ag	V1aR counter	CHRM1 agonist	CHO-K1 Ca antag	TAAR1 antag	CHO parental Ca	M1 ag parental	CHO-K1 Ca PAM	OXTR potentiator
S=c1[nH]nc(-c2cccnc2)n1/N=C/C(Cl)=C\c1ccccc1	-1	0.1	-3	-10	-16	-9	0.5	14	-7
CCOC(=O)c1c(NC(=O)CSC(=S)N2CCOCC2)sc(C)c1C	5	-0.5	-6	-7	-10	-10	1.1	17	-7
C#CCOCCOCCOCCNc1nc(N2CCN(C(=O)[C@H]([C@@H](C)CC)n3cc(CCCN=C(N)N)nn3)CC2)nc(N2CCN(C(=O)[C@H]([C@@H](C)CC)n3cc(CCC(=O)O)nn3)CC2)n1	6	.	-5	1	10	.	0.0	-10	.
CC(=O)c1c(C)n(CCO)c2ccc(O)cc12	1	-0.1	-3	-8	18	-6	0.6	10	-7
Cc1cccc(N(CC(=O)NC2CCCCC2)C(=O)Cn2nnc(-c3ccc(C)o3)n2)c1	3	0.9	-2	-13	4	-21	3.0	22	-30
O=C(CSc1ncn[nH]1)NC1CCCc2ccccc21 (stereo unspecified)	7	0.7	-5	17	-9	-1	0.0	-6	-4
C/C(=N\NC(=O)COc1ccccc1-c1ccccc1)c1ccc(O)cc1O	-1	-0.5	-4	10	50*	-18	1.1	-11	-4
CC(C)c1nc(Cl)c(C#N)c2c1COC(C)(C)C2	2	-0.8	-3	12	-18	-3	4.0	-17	3
NC(=O)NC1(C(=O)O)CCCC1	2	.	-2	-6	-8	.	0.5	1	.
Cn1c(NCc2ccccc2F)nc2cc(-c3cccc(Cl)c3)sc2c1=O	1	.	-2	-13	-8	.	0.7	16	.
CCCCNC(=O)c1onc(CSc2ccncc2)c1C(=O)NCCCC	3	0.4	-2	-5	0	-16	0.9	13	4
CCOCCn1c(CN2CCN(CCO)CC2)nc2c1c(=O)n(C)c(=O)n2C	0	0.7	-4	-3	-7	-2	0.5	9	-3
O=C1CNC(=O)N1c1ccc(Cl)cc1	0	0.8	-3	8	-8	-3	0.9	-20	6
Cn1c(=O)n(CCOc2ccc(Cl)cc2Cl)c2ccccc21	9	0.7	1	5	12	-9	-0.3	13	-7
COC(=O)[C@H](CO)N1C(=O)[C@@H]2[C@H](C1=O)C1C=C[C@H]2C1	1	.	-3	-3	15	.	0.0	11	.
CC(=O)c1cc2c(cc1NC(=O)CCC1CCCC1)OCO2	3	0.0	.	.	-9	-11	.	.	-1
Cc1nn(CC(=O)Nc2ccc(Br)cc2F)c(=O)c2cccn12	2	0.6	-4	-3	-20	-10	0.0	5	-2
COc1cc(/C=N/NC(=O)c2ccncc2)ccc1OCC(=O)Nc1ccccc1	6	2.6	-1	-4	23	3	1.9	-3	-10
O=C(c1ccc(F)cc1)N1CCC(c2ccccc2)C1 (stereo unspecified)	7	-2.3	2	18	-61	-18	-0.4	-21	-12
CCOc1ccc(OCc2ccc(C(=O)NC(C)(C)C)o2)cc1	2	.	0	10	13	.	3.3	-23	.
O=C(CN1C(=O)c2ccccc2S1(=O)=O)NCCc1ccc(F)cc1	5	-0.1	-2	-13	-5	-6	0.3	9	-1
O=C(NNC(=O)c1ccncc1)Nc1cccc(C(F)(F)F)c1	4	.	-1	5	-3	.	-0.3	-3	.
CCOc1cc2[nH]c(=S)n(Cc3ccc(C(=O)NCCCN4CCOCC4)cc3)c(=O)c2cc1OCC	0	0.7	-4	2	-15	-19	-0.3	-16	-20
CC(C)(C)OC(=O)N[C@@H](C(=O)OC(C)(C)C)c1ccc(C(F)(F)F)cc1	7	-1.6	-2	-20	4	-20	0.6	20	0
O=C(Cn1cncn1)NCc1cccc2ccccc12	16	-0.2	1	1	-18	-5	0.0	13	-15
COc1ccc(OC)c(-n2c(-c3cc(-c4ccco4)[nH]n3)n[nH]c2=S)c1	3	0.6	-3	-16	-8	-11	-0.1	1	-15
O=C(Nc1cccc(-c2cccc(F)c2)c1)C1CCN(Cc2ccc(CO)o2)CC1	11	3.7	-3	2	-10	-13	4.3	-12	-13
COC(=O)c1ccc(N=NN2CCOCC2)cc1	3	2.2	-4	-14	-25	-8	1.6	19	-9
CCOC(=O)NC(=O)c1cn(C(CC)CO)c(=O)[nH]c1=O (stereo unspecified)	0	-0.3	-7	-8	-4	-9	1.5	25	-14
COc1ccc2c(c1)c1ncn(Cc3ccccn3)c(=O)c1n2C	1	-0.7	-3	-13	9	-28	0.1	16	5
COc1cc(CN(C(=O)c2ccco2)C2CCS(=O)(=O)C2)cc(OC)c1OC (stereo unspecified)	0	0.2	-2	-5	-3	0	1.2	7	-4
Cc1cnccc1CNC(=O)C1CCC(=O)N(Cc2ccc(Cl)cc2)C1 (stereo unspecified)	1	0.4	-4	-8	-8	-10	0.8	1	3
COc1ccc(/C(C)=N\NC(=O)CSc2nnc(C)s2)cc1	1	-0.7	-5	3	-4	-8	1.1	16	-1
COC(=O)c1ccc(N2CCCCC2)c(N)c1	1	-1.0	-5	-16	-16	1	0.4	11	3
CC(=O)Nc1ccc(S(=O)(=O)N[C@@H](C)C(=O)N2CCN(C/C=C/c3ccccc3)CC2)cc1	.	-0.8	8	-13	.	-16	0.5	12	-5
COc1ccc(S(=O)(=O)NCCSCc2ccccc2C)cc1Br	3	0.1	-5	-1	4	-8	0.6	-2	2
COc1ccccc1-n1c(C)cc(/C=C2/C(=N)N3C(=NC2=O)SN=C3S(C)(=O)=O)c1C	0	-0.2	-8	2	10	1	-0.3	5	-5
CSCC[C@H](NC(=O)OC(C)(C)C)c1nnc(SCC=C(C)C)o1	4	-1.4	-7	-11	9	-10	1.3	25	0
COc1ccccc1OCC(=O)NNC(=O)c1cnccn1	10	6.4	-2	-18	-7	-35	0.2	20	-8
O=C(C[n+]1ccccc1)Nc1ccccc1C(=O)O	4	1.2	-6	0	12	-3	-0.2	-2	3
CC(C)(C)NC(=O)c1cccc(NC(=O)c2cccc(O)c2)c1	5	0.1	-3	-16	8	-9	2.9	9	2
COc1ccc2cc(-c3cc(C(=O)OCC(=O)Nc4c(C)n(C)n(-c5ccccc5)c4=O)c4ccccc4n3)ccc2c1	13	.	2	5	66*	.	2.1	-4	.
COc1ccc(CN2CC(C(=O)NCCc3ccc(Cl)cc3)CC2=O)cc1 (stereo unspecified)	1	1.6	1	0	1	-23	1.3	-9	-1
COc1ccc(NC(=O)c2ccc(N3CCOCC3)nc2)cc1	1	0.9	0	17	-16	0	0.2	1	-9
CCCc1c(C)[nH]c2nc3ccccc3n2c1=O	-2	0.7	-5	1	-14	-4	1.1	7	-15
CCN(CC)S(=O)(=O)c1ccc(OC(C)C)c(NC(=O)c2c3c(nc4ccccc24)CCN(Cc2ccccc2)C3)c1	11	2.1	-2	-1	55*	-25	5.1	6	-17
O=C(NCc1ccccc1)c1ccccc1OCC(=O)N1CCCCC1	10	0.1	-3	3	-2	-12	1.4	4	0
CC(C)Cn1c(N)c(C(=O)COC(=O)c2ccc(O)cc2O)c(=O)n(C)c1=O	17	7.9	2	5	22	2	5.5	-6	-6
COc1ccc(NC(=O)/C(=C/c2ccc3c(c2)OCO3)NC(C)=O)cc1	1	5.3	-5	0	-5	-1	7.8	15	-10
CC(=O)NCCC(=O)Nc1cc(S(=O)(=O)N2CCOCC2)ccc1Oc1ccc(F)cc1	1	0.5	-4	-5	3	-3	0.4	6	-2
CCOCCCNC(=O)c1ccc(CS(=O)(=O)Cc2ccccc2F)o1	6	0.6	-1	-14	19	-5	1.2	0	7
COc1cc2c(cc1OC)C(c1cccs1)N(C(=O)c1cccc(S(=O)(=O)N(C)C)c1)CC2 (stereo unspecified)	1	-0.4	-7	-17	-23	-21	0.0	-3	-15
Cc1cc(Nc2ccc(F)cc2)nc(N)n1	32	0.8	-5	17	2	-2	0.0	-6	1
CN(CC(=O)Nc1c(Cl)cccc1Cl)C(=O)c1ccc(NS(=O)(=O)c2ccc3[nH]c(=O)[nH]c3c2)cc1	3	.	-2	-19	8	.	0.1	19	.
CC(O)CN1C(=O)C(CC(=O)Nc2ccc(Cl)cc2)SC1=Nc1ccccc1 (stereo unspecified)	.	3.5	-4	3	.	-9	2.1	6	-16
O=C1c2ccccc2S(=O)(=O)c2cc(N3CCN(C(=O)c4ccccc4)CC3)ccc21	11	0.3	.	.	20	-11	.	.	6
CC1CCN(c2nc3ccc(C(=O)NCCCN4CCCCC4)cc3s2)CC1	1	1.1	-10	-9	2	-13	2.2	22	-10
O=C(C[n+]1ccc(C(=O)NCc2ccccc2)cc1)c1ccc(F)cc1	4	.	.	-5	-20	.	1.9	-6	.
O=[N+]([O-])c1ccccc1/C=N/NC1=NS(=O)(=O)c2ccccc21	0	0.6	-7	-1	15	5	0.7	21	1
Cc1ccc(S(=O)(=O)N(c2nc(NC(C)C)nc(NC(C)C)n2)n2cnnc2)cc1	1	-0.4	-6	-14	13	-22	0.8	39	2

Next section
SMILES	TAAR1 ag	V1aR counter	CHRM1 agonist	CHO-K1 Ca antag	TAAR1 antag	CHO parental Ca	M1 ag parental	CHO-K1 Ca PAM	OXTR potentiator
CCc1ccc(C(=O)NNC(=O)c2cccc(N3C(=O)CCC3=O)c2)cc1	0	1.2	-4	-5	-2	10	1.0	11	7
CN(c1ccccc1)S(=O)(=O)c1cccc(C(=O)NCCc2c[nH]c3ccccc23)c1	5	1.7	-2	-6	46	-8	6.6	10	-18
COc1cccc(-c2cc(C(=O)NCC3CCCO3)c3ccccc3n2)c1 (stereo unspecified)	12	-1.0	-3	-4	14	-25	3.9	17	-6
Cc1cc(C)c(/C=N/NC(=O)c2nnn(-c3nonc3N)c2CN2CCC(C)CC2)c(C)c1	-3	0.7	-8	-12	-59	-29	0.7	5	-12
Cc1cc(C)nc(SCC(=O)Nc2nc(-c3ccccc3)c(-c3ccccc3)o2)n1	3	0.7	-5	-5	32	-26	3.3	10	-4
COc1ccc(NC(=O)c2ccc(-c3c(C)noc3C)c3ccoc23)cc1	0	.	-3	-7	33	.	3.7	19	.
CN(Cc1ccc(C(F)(F)F)cc1)C(=O)[C@H]1O[C@@H](n2ccc(=O)[nH]c2=O)[C@H](O)[C@@H]1O	1	.	0	1	-19	.	-0.6	13	.
